# HUVEC tox IL1B – cytotoxicity in IL-1B stimulated HUVEC, primary screen, cytotoxicity control for IL-1B NFkB translocation project, imaging, Hoechst nuclear count, IL-1B stimulus; HUVEC cell count loss; hit rate 0.41% among 94,000; cell count reduction, % at 2 µM;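 active means cell count reduction more than 3 SD above the screen-wide mean, cut at about 70% in these data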;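 further: normalized per plate to untreated control cells as the no-loss baseline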
# cytoskel mod – modifiers of F-actin cytoskeleton organization, primary screen, imaging, HUVEC, phalloidin staining, high-content imaging; inhibition, % at 2 µM; hit rate 0.18% among 91,000; HUVEC TNFa F-actin phalloidin imaging;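 active means inhibition above the batch mean plus 3 SD and confirmed as a hit by visual image inspection, cut at about 30% in these data, passing the limit was not always enough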; further: strong numbers were not always called active
# VCAM1 TNFa inh – inhibitors of TNFa-induced VCAM1 expression, primary screen, imaging, HUVEC, TNFa stimulus, immunofluorescence. HUVEC TNFa-induced VCAM-1 immunofluorescence, high-content imaging. inhibition, % at 2 µM. AID 802, 2007. hit rate 0.48% among 95,000;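 active means inhibition above the batch mean plus 3 SD, with images confirmed as a hit by eye, cut at about 37% in these data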;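 further: 0% = TNF-stimulated DMSO wells and 100% = unstimulated control wells; not every result past the cut was called active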
# sEH inhibitor – soluble epoxide hydrolase inhibitors, primary screen, biochemical, human sEH. Bifunctional epoxide hydrolase 2 (Homo sapiens), P34913. recombinant human sEH enzymatic activity assay. inhibition, % at 2 µM. hit rate 0.34% among 91,000. AID 707, 2007; in the data active means inhibition above about 80%; further: values of inactives mirror those of a sister screen read the other way; many of its hits are not listed in these tables
# Target sequence (P34913 whole entry, looked up): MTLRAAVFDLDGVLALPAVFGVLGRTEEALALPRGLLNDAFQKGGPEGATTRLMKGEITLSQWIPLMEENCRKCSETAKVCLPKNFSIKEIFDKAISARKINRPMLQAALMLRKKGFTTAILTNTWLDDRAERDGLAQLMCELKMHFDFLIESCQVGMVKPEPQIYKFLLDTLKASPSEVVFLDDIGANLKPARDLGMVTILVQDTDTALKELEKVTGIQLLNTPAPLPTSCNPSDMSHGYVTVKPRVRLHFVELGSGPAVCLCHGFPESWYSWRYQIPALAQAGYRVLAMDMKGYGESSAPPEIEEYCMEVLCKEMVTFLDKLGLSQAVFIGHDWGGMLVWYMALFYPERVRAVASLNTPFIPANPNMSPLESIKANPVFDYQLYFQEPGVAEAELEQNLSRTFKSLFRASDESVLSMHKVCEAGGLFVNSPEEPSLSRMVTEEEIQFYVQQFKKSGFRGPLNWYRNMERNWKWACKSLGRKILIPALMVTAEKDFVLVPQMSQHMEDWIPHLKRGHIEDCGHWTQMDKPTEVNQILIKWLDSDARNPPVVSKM
# ERb coact inh – inhibitors of ERβ-SRC1 coactivator interaction, primary screen, biochemical, TR-FRET, ERβ LBD, SRC-1 peptide. TR-FRET ER-beta LBD / SRC1-Cy5 peptide binding; receptor agonist-loaded with 1 µM estradiol. Estrogen receptor beta (Homo sapiens), Q92731. inhibition, % at 25.6 µM. hit rate 1.3% among 86,000;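 active means compounds whose percent inhibition of the receptor-coactivator binding signal exceeds about 50% in the single-dose screen, limit read from the data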;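 further: 0% = receptor plus peptide wells without compound and 100% = peptide-only wells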
# HUVEC tox TNFa – cytotoxicity in TNFa-stimulated HUVEC, primary screen, cytotoxicity control for VCAM1 expression modulator project, imaging, Hoechst nuclei count. cell count reduction, % at 2 µM. hit rate 0.17% among 93,000. HUVEC TNFalpha-stimulated, Hoechst cell count;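 active means cell count reduction exceeding the screen mean by over 5 SD, scaled to untreated wells per plate, cut at about 78% in these data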;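 further: cells counted after 24 h of TNF alpha exposure following the 1 h pretreatment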
# Smad3 inh – Smad3/FoxH1 peptide binding inhibitors, primary screen, biochemical, TR-FRET. Mothers against decapentaplegic homolog 3 (Homo sapiens), P84022. TR-FRET Smad3/Dy647-FoxH1 peptide binding, europium anti-His. inhibition, % at 25 µM. hit rate 0.29% among 88,000;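 active means compounds that reduce the energy-transfer binding signal between the protein and its labelled peptide by more than half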;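 further: 0% = Smad3 plus labelled peptide maximal FRET and 100% = peptide-only background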
# Target sequence (P84022 whole entry, looked up): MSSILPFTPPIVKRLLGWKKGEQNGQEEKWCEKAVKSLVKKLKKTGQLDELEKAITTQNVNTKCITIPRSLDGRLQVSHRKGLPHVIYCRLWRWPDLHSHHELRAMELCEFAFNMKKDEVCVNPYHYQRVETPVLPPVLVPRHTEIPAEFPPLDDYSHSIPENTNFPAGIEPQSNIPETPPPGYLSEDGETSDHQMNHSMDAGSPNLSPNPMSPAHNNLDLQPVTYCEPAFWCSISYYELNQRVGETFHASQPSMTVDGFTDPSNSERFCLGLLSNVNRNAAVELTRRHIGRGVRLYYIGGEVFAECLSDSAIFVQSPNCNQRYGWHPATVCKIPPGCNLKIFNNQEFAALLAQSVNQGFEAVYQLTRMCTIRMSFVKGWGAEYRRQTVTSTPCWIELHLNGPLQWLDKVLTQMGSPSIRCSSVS
# Calb biofilm kill – clotrimazole potentiators killing Candida biofilms, primary screen, with clotrimazole, Alamar Blue; inhibition, % at 6 µM; C. albicans biofilm + clotrimazole; AID 834, 2007; hit rate 0.14% among 85,000;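 active means inhibition above 20%; inactive means inhibition below 20%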;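 further: preformed 24 hr biofilms exposed to compound for 48 hr; 0% = biofilm without compound and 100% = blank killed by clotrimazole plus chlorhexidine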
# sEH act – soluble epoxide hydrolase activators, primary screen, biochemical, human sEH. Bifunctional epoxide hydrolase 2 (Homo sapiens), P34913. purified human sEH enzymatic activity, activator screen. activation, % at 2 µM. hit rate 0.04% among 91,000. AID 717, 2007; in the data active means activation above about 37%; further: values of inactives mirror those of a sister screen read the other way
# Numbers without * were called inactive; · = not tested or not shown; [ ] = another dose, or the depositor's remark.
SMILES,HUVEC tox IL1B,cytoskel mod,VCAM1 TNFa inh,sEH inhibitor,ERb coact inh,HUVEC tox TNFa,Smad3 inh,Calb biofilm kill,sEH act
COc1ccc(N=C(C)c2c(O)n(C3CCCCC3)c(=O)[nH]c2=O)c(OC)c1,3.8,4.9,10.3,13.0,3.9,-32.3,-3.2,2.2,-15.0
COc1ccc(S(=O)(=O)NC(CC(=O)N2CCC3(CC2)OCCO3)c2ccco2)cc1 (stereo unspecified),-14.6,-4.7,23.1,5.0,27.1,·,0.5,7.5,-6.7
CCN1c2nc3ccccn3c(=O)c2CC2(C(=O)N(C)C(=O)N(C)C2=O)C1C (stereo unspecified),-10.5,16.8,-1.1,0.8,-17.1,-10.6,-1.1,4.8,3.0
CC(=NCCN1CCOCC1)c1c(O)n(Cc2ccccc2)c(=O)[nH]c1=O,8.6,5.3,-9.4,-9.5,3.0,0.7,5.8,8.6,9.4
O=c1c2ccccc2nc(-c2ccc(-c3ccccc3)cc2)n1-c1ccncc1,19.2,-34.6,-12.7,-6.3,·,-0.4,·,·,9.8
CC12CN3CC(C)(CN(C1)C3c1cccs1)C2 (stereo unspecified),-23.2,·,12.6,-18.0,1.6,-15.5,-4.6,6.7,19.9
Cc1ccc(S(=O)(=O)N2CCC(C(=O)N3CCC4(CC3)OCCO4)CC2)cc1,-18.3,9.7,-4.9,12.5,-4.6,-19.6,-0.1,-4.7,-12.0
Fc1ccc2c(c1)nnn2C1CCN(Cc2ccccc2)CC1,5.4,4.6,4.7,-3.4,22.9,-17.2,-3.8,5.9,1.2
CN1CCN(c2c(N)c(=O)oc3ccccc23)CC1,4.5,·,20.2,-6.8,4.9,3.9,-10.9,6.3,2.3
CC(C)CCC1(CCc2ccncc2)C(=O)NC(=O)NC1=O,-30.9,-0.2,-7.3,-8.1,-0.5,-17.5,12.6,9.4,8.7
O=C(c1ccc2nc3ccc(Cl)cc3c(=O)n2c1)N1CCC2(CC1)OCCO2,2.9,6.5,26.7,-6.1,25.6[fluorescence artefact?],·,-10.2,8.9,4.2
CC1(C)CN=C(Nc2ccccc2C(F)(F)F)S1,-16.2,30.6,-9.3,-2.1,0.6,-4.8,-4.4[fluorescence artefact?],2.5,5.2
O=C1CN=C(c2ccccc2)c2oc3ccc(Br)cc3c2N1,-21.2,-23.9,·,5.4,-2.5[fluorescence artefact?],·,9.4,4.8,-4.2
Cc1ccnc(-n2c(C)cc(C=C3C(=O)N(C)C(=S)N(C)C3=O)c2C)c1,8.8,30.8,8.5,-6.4,·,-15.3,·,·,4.3
CCCCCCC(N)CC(=O)O (stereo unspecified),3.0,-20.6,-9.3,1.8,-2.7[fluorescence artefact?],6.1,9.6,-1.8,-2.3
CCC(=NCCCn1ccnc1)c1c(O)n(Cc2ccccc2)c(=O)[nH]c1=O,-1.3,-6.0,-3.1,-14.9,-10.1,15.5,-4.5,-0.7,15.5
CCN(CC)CCCN=Cc1c(O)n(CCc2ccc(OC)c(OC)c2)c(=O)[nH]c1=O,21.7,-14.6,1.9,-8.4,0.0,-16.4,-6.8,9.0,7.1
COc1ccc(NC(=O)CN2C3CCC2CC(O)(c2cccnc2)C3)cc1OC (stereo unspecified),-32.5,1.5,-10.9,-17.7,1.2,-33.9,-11.6,-4.5,16.1
O=S1(=O)CC2(N3CCOCC3)CCCCCCC21 (stereo unspecified),21.0,-32.1,-8.2,-18.6,·,0.4,·,·,17.4
CCn1c(O)c(C(c2ccccn2)c2c(O)n(CC)c(=S)[nH]c2=O)c(=O)[nH]c1=S,-7.4,·,16.6,-11.4,·,11.3,·,·,8.4
CCC(=O)N1N=C2C3CCN(CC3)C2C1c1ccccc1 (stereo unspecified),15.0,-5.8,-8.3,-12.4,·,0.0,·,·,17.2
CCN(CC)CCN=Cc1c(O)n(CCC2=CCCCC2)c(=O)[nH]c1=O,88.9*,5.3,6.8,22.7,6.1,-4.7,6.0,1.6,-22.5
Cc1cc(N2C(=O)CC(N3CCC(n4c(=O)[nH]c5ccccc54)CC3)C2=O)no1 (stereo unspecified),-8.3,-1.8,17.9,-2.4,3.2,6.2,-0.9,6.4,5.3
O=C(Cc1ccccc1)OCCN1CCCCC1,-35.1,10.8,0.6,0.9,-5.0,-24.4,4.8,-2.4,-0.5
CCCC(=O)Nc1cc(C(=O)N2CCC3(CC2)OCCO3)ccc1S(=O)(=O)c1ccc(C)cc1,-3.6,11.5,30.6,2.7,-6.4,-22.9,1.5,8.5,-4.1

# The final 2 records of the part above are carried over, then new ones follow:
SMILES,HUVEC tox IL1B,cytoskel mod,VCAM1 TNFa inh,sEH inhibitor,ERb coact inh,HUVEC tox TNFa,Smad3 inh,Calb biofilm kill,sEH act
O=C(Cc1ccccc1)OCCN1CCCCC1,-35.1,10.8,0.6,0.9,-5.0,-24.4,4.8,-2.4,-0.5
CCCC(=O)Nc1cc(C(=O)N2CCC3(CC2)OCCO3)ccc1S(=O)(=O)c1ccc(C)cc1,-3.6,11.5,30.6,2.7,-6.4,-22.9,1.5,8.5,-4.1
CCCCP(=O)(O)CCC(=O)O,-19.1,-29.9,2.9,10.9,1.4,-12.9,4.0,10.8,-8.2
O=C(c1cc2c(s1)CCCCCC2)N1CCC2(CC1)OCCO2,-118.3,16.6,11.7,-2.2,4.5,-4.5,1.0,2.5,2.9
Nc1c(C(=O)NCCc2ccccc2)c2nc3ccccc3nc2n1CCN1CCOCC1,-2.3,1.5,-5.1,-4.0,-35.5,-26.2,4.5,12.1,2.3
CCOC(=O)C1CCN(C(C)C(=O)c2c(C)[nH]c3cc(C)ccc23)CC1 (stereo unspecified),18.7,-17.0,-3.2,-0.9,-5.5,-17.9,-3.3,9.9,0.5
O=C(c1cccs1)C1CN2CCC1CC2 (stereo unspecified),3.6,-18.5,-6.3,12.3,-10.8,3.3,-5.3,·,-10.9
CCC12CN3CC(CC)(CN(C1)C3c1cccnc1)C2=O (stereo unspecified),-10.1,22.5,14.3,0.6,-14.1,-48.9,14.2,6.2,-0.9
O=C(CNC(=O)c1ccccc1)Nc1ccc(Br)cc1C(=O)c1ccccc1,-8.5,-6.1,19.6,0.8,·,-12.2,·,·,-2.8
CN1C(=O)C(C2c3ccccc3C(=O)N2Cc2ccccc2)C(=O)N(C)C1=O (stereo unspecified),-53.3,9.6,18.3,-16.7,-6.8[fluorescence artefact?],-1.0,7.7[fluorescence artefact?],8.8,15.5
Cc1cc(OCc2nn[nH]n2)c2c3c(c(=O)oc2c1)CCCC3,-16.1,37.6,15.8,6.5,8.1,-17.2,1.8,-2.3,-5.9
COc1ccc(N2CCN(CCCN)CC2)cc1,-165.0,12.0,13.2,-25.0,2.1,-21.1,-22.2,-0.2,25.9
Cc1cc(C=C2C(=O)N(C)C(=S)N(C)C2=O)c(C)n1C1CCCC1,-12.2,-4.4,-12.6,11.0,·,-27.3,·,·,-9.2
CC(NC1CCCCC1)C(O)C12CC3CC(CC(C3)C1)C2 (stereo unspecified),-16.4,·,18.8,-7.2,0.5[fluorescence artefact?],-11.8,5.5,1.7,2.6
NCCc1c[nH]c2ccc(F)cc12,-27.4,0.3,-1.1,·,0.2,-15.6,-0.2,1.5,·
CCOC(=O)c1c(C)n(CCOC)c2ccc(O)cc12,18.6,1.8,9.3,-2.0,13.5,-16.6,-3.7,6.2,-2.3
Cc1ccc(P(=S)(c2ccc(C)o2)N2CCOCC2)o1,-9.0,-1.0,10.1,4.3,5.1[fluorescence artefact?],-23.3,14.7[fluorescence artefact?],1.8,-3.7
CC(C)NC(C)C(=O)C12CC3CC(CC(C3)C1)C2 (stereo unspecified),-4.2,-3.5,15.0,-5.5,18.6,2.4,3.0[fluorescence artefact?],-5.4,2.7
CCN(CC)CC(=O)Nc1ccc(Cl)cc1C(=O)c1ccccc1,33.0,-1.0,14.3,-1.3,-12.5,5.5,3.9,6.8,7.0
CC(C)OCCCNC(=O)c1c(N)n(CC2CCCO2)c2nc3ccccc3nc12 (stereo unspecified),90.0*,5.2,15.0,-11.0,7.0,8.5,7.6,6.6,6.3
CC(C)NS(=O)(=O)c1ccc(OCC(=O)N2CCN(Cc3ccccc3)CC2)c(Cl)c1,-30.1,-0.3,35.6,-0.4,7.4[fluorescence artefact?],-21.0,-6.9,0.7,0.4
CN1/C(=C\C=C\C2=[N+](C)c3ccc4ccccc4c3C2(C)C)C(C)(C)c2ccccc21,-23.6,14.3,84.1*,-8.6,-11.6[fluorescence artefact?],28.5,-4.0,-15.9,7.9
C[N+]12CCC(CC1)C(C#N)(N1CCOCC1)C2 (stereo unspecified),-9.0,11.9,1.9,13.6,-3.3,-4.0,-5.8,-1.3,-12.4
CC12CN3CC(C)(CN(C1)P3(=O)Oc1ccccc1)C2=O (stereo unspecified),-26.9,-1.6,12.0,-13.6,-11.8[fluorescence artefact?],-19.6,6.5,1.3,15.0
CCOC(=O)c1ccc(N2C(=O)CC(N3CCC(C#N)(c4ccccc4)CC3)C2=O)cc1 (stereo unspecified),-17.7,7.2,0.8,8.8,-4.3,-13.0,5.2,-0.4,-8.6
O=C(c1cccn2c(=O)c3ccccc3nc12)N1CCC2(CC1)OCCO2,-0.7,-14.7,5.3,4.5,-2.0,10.1,7.1,5.6,-1.7
CN(C)C(=O)Oc1ccc(Cl)c2ccccc12,12.7,4.0,-9.9,7.8,-4.5,-18.0,9.9[fluorescence artefact?],3.5,-6.7
SMILES,HUVEC tox IL1B,cytoskel mod,VCAM1 TNFa inh,sEH inhibitor,ERb coact inh,HUVEC tox TNFa,Smad3 inh,Calb biofilm kill,sEH act
CN1CCN(CCC(=O)OC2CC3CCC(C2)N3C)CC1 (stereo unspecified),19.8,-3.7,10.4,-5.8,12.3,-12.0,0.1,-1.4,6.4
CCNc1ccc(P(=S)(N(C)C)N(C)C)cc1,30.3,-2.8,19.0,-12.9,-7.5,30.8,2.9[fluorescence artefact?],0.8,13.5
C=CCn1c(O)c(C(C)=Nc2ccc(C(=O)OCC)cc2)c(=O)[nH]c1=O,-27.3,72.6,-10.4,-8.7,-7.2,-17.1,0.9,-1.2,7.6
COc1ccccc1N1CCN(Cc2c(F)cccc2Cl)CC1,24.7,-6.8,4.2,15.0,5.9,3.1,10.8,4.7,-13.8
O=P(NS(=O)(=O)c1ccc(Cl)cc1)(Oc1ccccc1)Oc1ccccc1,-14.3,0.6,-16.8,-6.2,-8.6[fluorescence artefact?],5.3,-3.2,7.5,5.5
O=C(NC1(C(F)(F)F)Oc2ccc(Cl)cc2O1)N1CCC2(CC1)OCCO2 (stereo unspecified),19.2,-5.8,11.2,2.3,39.8,0.8,0.9,5.1,-3.1
Cc1cc(C(=O)N2CCC3(CC2)OCCO3)cs1,-75.6,-5.3,1.5,-12.3,-8.2,-8.7,0.9,4.2,6.4

# Entries listed so far with a cyano group:
SMILES,HUVEC tox IL1B,cytoskel mod,VCAM1 TNFa inh,sEH inhibitor,ERb coact inh,HUVEC tox TNFa,Smad3 inh,Calb biofilm kill,sEH act
C[N+]12CCC(CC1)C(C#N)(N1CCOCC1)C2 (stereo unspecified),-9.0,11.9,1.9,13.6,-3.3,-4.0,-5.8,-1.3,-12.4
CCOC(=O)c1ccc(N2C(=O)CC(N3CCC(C#N)(c4ccccc4)CC3)C2=O)cc1 (stereo unspecified),-17.7,7.2,0.8,8.8,-4.3,-13.0,5.2,-0.4,-8.6

# Screens: PubChem, several laboratories

# Only part of the results is shown; the hit share may differ from the screen's.
